KB-V1 cytotox = KB-V1 MDR subline cytotoxicity; KB-V1 MDR cells viability, CellTiter-Glo, 72 h; Potency, µM (doses to about 46.1 µM), inactives show at the top dose activity change, negative = cytotoxicity, usual class: cytotoxic; actives 3.4% (n = 400,000); note: potency is the fitted concentration of half-maximal effect; % is set by controls: 0 for no effect and ±100 for the full control effect; nearly all actives have a fitted effect of over 60% in size
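Cytotoxicity via CellTiter-Glo luminescence after 72 h compound exposure at 37 degrees C. Cells: drug-selected KB-V1 line, DMEM phenol-red free plus 10% FBS. Compounds tested at multiple concentrations; normalized data fitted to concentration-effect curves.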
HT1080 IDH1KD tx = kills HT-1080 cells with IDH1 knockdown; HT-1080 IDH1 knockdown viability, ATP luminescence, 48 h; Potency, µM (doses to about 46.1 µM), inactives show top-dose activity, negative = toxicity, hits mostly cytotoxic; actives 2% (n = 360,000);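 note: potency is the fitted concentration of half-maximal effect; 0% = DMSO wells and -100% = cell-free medium wells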
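IDH1KD HT-1080 cells, 750/well, RPMI + 5% FBS; compound pinned after 2 h settling; 48 h, 37 °C; CellTiter-Glo luminescence; % activity normalised to DMSO and no-cell wells; curves fitted, classed by r2 and efficacy.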
MCF10A rereplic = DNA re-replication induction in MCF 10a cells; MCF 10A DNA re-replication, Hoechst nuclear intensity, 48 h; Potency, µM (doses to about 46.1 µM), for inactives: at the highest dose activity, positive = re-replication, usual class: activators; AID 624296; actives 2.9% (n = 350,000); note: potency is the fitted concentration of half-maximal effect; % of control where 0% means no effect; nearly all actives have a fitted effect of over 50% in size
HT1080NT lethal = kills 2HG-producing HT-1080-NT fibrosarcoma cells | actives 1.6% (n = 360,000) | Potency, µM (titrated, usually from 46.1 µM), for the others: at the highest dose activity, negative = less viability, hits mostly cytotoxic | HT-1080-NT fibrosarcoma viability, CellTiter-Glo ATP luminescence, 48 h;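 note: NT is the 2HG producing partner of a matched IDH1 knockdown line; potency is the fitted concentration of half-maximal effect; 0% = DMSO-treated cells and -100% = media-only wells without cells; nearly all actives have a fitted effect of over 55% in size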
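A 48-hour cytotoxicity screen used HT-1080-NT cells plated 2 hours before compound delivery. ATP-based CellTiter-Glo luminescence measured viability, normalized to DMSO and no-cell controls.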
DRD3 agonist = agonists of human D3 dopamine receptor. D3R DiscoveRx beta-arrestin cells, luminescence, 90 min. max activation, %. P35462. AID 652048. actives 0.58% (n = 410,000); in the data active = max activation above about 30%; note: 0% is about no effect; mostly tested at two doses, the higher about 12 µM
Target sequence (P35462 whole entry, looked up): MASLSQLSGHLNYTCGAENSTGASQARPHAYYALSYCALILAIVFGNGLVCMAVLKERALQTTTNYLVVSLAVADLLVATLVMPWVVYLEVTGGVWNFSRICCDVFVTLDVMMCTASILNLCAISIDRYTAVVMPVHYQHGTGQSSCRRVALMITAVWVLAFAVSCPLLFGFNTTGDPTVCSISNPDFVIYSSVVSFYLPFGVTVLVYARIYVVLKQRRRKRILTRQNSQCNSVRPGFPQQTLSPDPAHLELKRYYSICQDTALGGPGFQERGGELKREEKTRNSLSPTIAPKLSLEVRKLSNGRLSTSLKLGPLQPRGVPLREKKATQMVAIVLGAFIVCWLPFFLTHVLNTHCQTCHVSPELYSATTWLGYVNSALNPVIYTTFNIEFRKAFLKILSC
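Agonist mode: compounds and dopamine controls were applied to plated cells for 90 min at 37 degrees C after an overnight attachment at 1500 cells/well. Luminescent read-out followed 30 - 60 minutes at room temperature with DiscoveRx detection reagent.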
IL1B secr inh = inhibitors of inflammasome signaling (IL-1 beta secretion); THP-1 LPS/ATP IL-1B secretion, AlphaLISA, 16 h; stronger effect = lower value; activity change, % at 57.5 µM; actives 4.7% (n = 360,000); AID 743279; in the data active = activity change below about -50%; inconclusive = mostly about -30% to -49%; note: % is set by controls: 0 for no effect and ±100 for the full control effect
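Secreted IL-1B measured by AlphaLISA bead assay after 16 h compound exposure of THP-1 cells; compounds (final up to 57.5 uM) added 1 h before LPS (250 ng/mL) and ATP (1.25 mM) stimulation; lower signal means less secretion.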
KB-3-1 cytotox = kills parental KB-3-1 adenocarcinoma cells. AID 1347075. Potency, µM (top dose mostly 46.1 µM), for inactives: at the top dose activity change, negative = cytotoxic, most hits filed as cytotoxic. actives 1.4% (n = 400,000). KB-3-1 viability, CellTiter-Glo ATP luminescence, 72 h; note: potency is the fitted concentration of half-maximal effect; % is set by controls: 0 for no effect and ±100 for the full control effect; nearly all actives have a fitted effect of over 60% in size
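Using CellTiter-Glo luminescence, growth of non-resistant KB-3-1 adenocarcinoma cells is assessed 72 h after pin-tool compound addition at 37 °C. Normalized responses across the concentration series yield fitted curves.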
GLP1R cytotox = cytotoxicity in counter-screen for GLP-1R inverse agonists. HEK293 cAMP-luciferase reporter cells, luminescence, 24 h. Potency, µM (doses to about 38.3 µM), without a hit: at the highest dose activity change, negative = inhibition, usual class: inhibitors. actives 0.13% (n = 410,000);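 note: loss of luciferase light is scored as toxicity; potency is the fitted concentration of half-maximal effect; % is set by controls: 0 for no effect and ±100 for the full control effect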
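To flag toxic compounds, the library was rerun on cells for 24 hr at 37 deg C and 5% CO2. Viability-linked luminescence was captured 12 min after adding luciferase detection reagent.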
SW480 rerep = inducers of DNA re-replication in SW480 colon cancer cells. AID 624297. SW480 DNA re-replication, Hoechst DNA content imaging, 48 h. actives 1.8% (n = 340,000). Potency, µM (top dose mostly 46.1 µM), for the others: at the top dose re-replication activation, actives largely listed as activators; note: potency is the fitted concentration of half-maximal effect; % of control where 0% means no effect; nearly all actives have a fitted effect of over 55% in size
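DNA re-replication was detected as more nuclei of elevated Hoechst intensity after 48 hr exposure to compound (23 nL pinned per well of 250 cells).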
* hit, by the source's call; ? = inconclusive; · = no result given; & = joins results of further samples; [ ] = another dose, or the depositor's remark. Unless noted, calls come from the whole dose curve; as a rule, active = well fitted curve in the direction sought with a large enough effect; inconclusive = small, poorly fitted or top-dose-only effect, or another doubt; inactive = no such curve, though single readings can be large; an effect the other way counts as inactive or inconclusive.

SMILES | KB-V1 cytotox | HT1080 IDH1KD tx | MCF10A rereplic | HT1080NT lethal | DRD3 agonist | IL1B secr inh | KB-3-1 cytotox | GLP1R cytotox | SW480 rerep
COc1cccc(CNC(=O)CCCNS(=O)(=O)c2cccs2)c1 | -13.3% | 2.6% | -10.0% | 5.6% | 6.1 | -9.1 | 10.3% | 18.5% | 10.7%
COc1ccc2nc(NNC(=O)c3cc(=O)c4ccccc4o3)sc2c1 | -10.5% | -17.6% | 0.0% | -17.3% | 1.1 | 89.4 | ? | -12.1% | 3.6%
CCOc1nc(NCCc2ccc(OC)c(OC)c2)nc(NC(C)(C)CO)n1 | -28.4% | -2.1% | 11.8% | -3.7% | 1.6 | 7.3 | 6.6% | 1.3% | -2.7%
CCC(C)NC(=O)Nc1ccc(Br)cc1 (stereo not drawn) | -10.2% | 3.3% | 1.0% | -1.6% | -12.1 | -2.7 | -5.4% | -7.3% | -7.8%
Cc1ccc(C(=O)N(CC(=O)NC2CCCCC2)c2ccccc2F)s1 | ? | -1.2% | -0.9% | -2.2% | -8.6 | 1.8 | -6.7% | -0.2% | 18.4%
Clc1ccccc1OCCCCN1CCCC1 | 1.6% | 6.3% | 14.6% | -1.1% | -29.4 | 12.6 | 17.7% | -5.2% | -17.8%
Cn1c(/C=C/c2ccc([N+](=O)[O-])o2)nc2ccccc2c1=O | ? | ? | 5.17µM* | ? | 1.9 | -97.5* | 1.84µM* | ? | 1.84µM*
C/C(=N\NC(=O)c1ccc(O)cc1)c1cccc(NC(=O)c2ccc(Cl)cc2)c1 | 0.3% | -22.0% | 11.7% | -19.0% | -0.5 | -96.5* | -1.2% | -4.5% | -138.9%[inhibitor]
CCNC(=O)COC(=O)c1ccc(-c2nc3ccccc3s2)s1 | 0.0% | -1.0% | -5.1% | -12.3% | 0.1 | 7.2 | -4.1% | 0.8% | ?
COCCn1c(SCC(=O)NC(=O)NC(C)(C)C)nc2ccccc21 | 20.2% | 1.2% | 14.3% | 0.4% | -10.7 | 11.8 | -22.6% | 5.2% | -2.4%
O=C(CNc1cc(S(=O)(=O)N2CCCC2)ccc1OCC(F)(F)F)Nc1cccc(C(F)(F)F)c1 | 9.2µM* | -23.5% | 8.2% | -12.7% | 6.6 | -13.8 | 20.6µM* | -19.2% | ·
CCNc1nc(NCC)nc(C(=O)NN)n1 | 0.0% | 0.3% | -4.1% | -0.1% | 2.6 | -13.3 | -16.3% | -3.0% | -9.1%
O=C(N/N=C/c1ccccn1)c1ccc(Cl)cc1 | 12.2% | ? | ? | -21.0% | -15.9 | -101.5* | -0.6% | ? | 4.11µM*
C[C@@H](C(=O)NCc1ccccc1)[C@H]1C[C@]1(C)[C@H](NC(=O)OCc1ccccc1)c1ccccc1 | ? | -13.8% | ? | -15.7% | 2.3 | -26.3 | ? | ? | ?
Cc1ccc(-c2nnc(-c3ccccc3Br)o2)cc1 | -28.2% | -0.1% | 6.2% | 2.1% | 3.7 | -7.9 | ? | 14.1% | -2.6%
Cc1onc(-c2ccccc2)c1CNC(=O)CN1C(=O)c2ccccc2C1=O | 29.9% | 2.0% | -0.7% | -5.7% | 1.0 | -17.8 | -23.6% | 1.1% | -3.8%
Cc1cc(C)c2c(c1)NC(C(=O)O)C1CC=CC21 (stereo not drawn) | ? | -3.5% | -2.1% | 9.3% | -14.1 | -1.0 | -4.0%&11.0% | 6.3% | -11.8%
CC(C)CNc1ncnc2c1ncn2[C@H]1CN(Cc2cccs2)C[C@@H](CO)O1 | -0.6% | 8.8% | · | -1.1% | -7.5 | -4.4 | -0.1% | 3.7% | ·
CN(C)c1cccc(C(=O)N/N=C/c2ccoc2)c1 | ? | 26.1% | 0.4% | 2.6% | -4.2 | -18.4 | 4.9% | 12.6% | -14.8%
CCCCN(C(=O)c1ccc([N+](=O)[O-])s1)c1c(N)n(CCCC)c(=O)[nH]c1=O | ? | 1.6% | -2.2% | -0.1% | 0.4 | 6.8 | -13.7% | -6.5% | ?
Cn1c(SCC(=O)NCC2CCCO2)ncc(C(=O)Nc2ccccc2)c1=O (stereo not drawn) | ? | -8.4% | ? | -17.9% | -3.6 | -74.4* | -9.7% | ? | 21.7%
COc1ccc(OC)c(C(c2nnnn2CCc2ccccc2)N2CCC(C(N)=O)CC2)c1 (stereo not drawn) | 29.1% | -1.2% | 0.5% | 0.8% | -4.3 | -6.1 | -2.7% | -17.1% | -4.0%
CC(C)[C@H](NC(=O)[C@@H]1Cc2c([nH]c3ccccc23)C2c3ccccc3C(=O)N21)C(=O)NCC1CCCO1 (stereo partly drawn) | -9.7% | -7.7% | ? | -0.2% | -22.5 | -7.1 | 0.0% | 3.6% | ?
c1ccc(-c2nc3c4ccccc4ccn3c2CC2CCCCC2)cc1 | -16.8% | 10.6% | · | 8.2% | 0.3 | 47.7 | 0.7% | 5.2% | ·
O=C(Cn1ccc(=O)[nH]c1=O)NCCO | 4.3% | 18.4% | -1.6% | 20.4% | -4.0 | 2.8 | -1.9% | -3.0% | -0.7%

Brought forward from above: three entries; new compounds follow.
SMILES | KB-V1 cytotox | HT1080 IDH1KD tx | MCF10A rereplic | HT1080NT lethal | DRD3 agonist | IL1B secr inh | KB-3-1 cytotox | GLP1R cytotox | SW480 rerep
CC(C)[C@H](NC(=O)[C@@H]1Cc2c([nH]c3ccccc23)C2c3ccccc3C(=O)N21)C(=O)NCC1CCCO1 (stereo partly drawn) | -9.7% | -7.7% | ? | -0.2% | -22.5 | -7.1 | 0.0% | 3.6% | ?
c1ccc(-c2nc3c4ccccc4ccn3c2CC2CCCCC2)cc1 | -16.8% | 10.6% | · | 8.2% | 0.3 | 47.7 | 0.7% | 5.2% | ·
O=C(Cn1ccc(=O)[nH]c1=O)NCCO | 4.3% | 18.4% | -1.6% | 20.4% | -4.0 | 2.8 | -1.9% | -3.0% | -0.7%
CCN1CCN(c2ccc(N3CCN(S(=O)(=O)c4cccc([N+](=O)[O-])c4)CC3)nn2)CC1 | 12.3% | 7.1% | · | 6.4% | 0.1 | 5.5 | -1.5% | -0.7% | ·
CS(=O)(=O)n1c2ccccc2c(=O)n1-c1ccccc1CCl | -0.2% | 0.2% | · | 11.1% | -3.7 | -12.6 | -0.1% | -3.4% | ·
CC(=O)CSc1nc(-c2ccccc2)[nH]c1S(=O)(=O)c1ccc(C)cc1 | 14.9% | · | · | · | 2.4 | · | 0.2% | 0.5% | ·
O=C(NC1CCCCC1)C1CCN(C(=O)NCc2ccccc2)CC1 | 0.7% | -0.8% | 0.6% | -3.3% | -2.2 | 0.2 | 16.0% | -2.0% | -3.9%
CCn1c(SCC(=O)NNC(=O)c2ccc(OC)cc2)nnc1-c1cccnc1 | 0.5% | 14.1% | -4.5% | 20.2% | -3.8 | 13.8 | 5.3% | -5.7% | -0.1%
O=C(Cn1[nH]c(=O)c2ccccc2c1=O)OCC(=O)N1CCc2ccccc2C1 | 12.6% | 5.0% | -0.6% | 12.3% | 1.7 | 43.4 | 5.8% | -14.6% | -4.0%
COc1ccccc1Nc1ncnc2c1c(C)c(C)n2CCO | ? | 5.5% | 10.8% | 5.4% | 7.7 | ? | 0.2% | -13.7% | 2.1%
O=C(Cn1c(-c2ccccc2)noc1=O)Nc1ccc(N2CCCCCC2)cc1 | -8.0% | ? | 0.3% | -6.2% | -0.6 | 2.9 | 3.4% | -16.1% | ?
COc1ccc(-n2c(-c3ccc(Cl)cc3Cl)n[nH]c2=S)c(OC)c1 | 11.8% | -8.0% | 22.2% | -15.8% | 6.1 | 11.2 | 7.9% | -10.2% | -1.4%
COc1cccc(NC(=O)CSc2nnc(NC(=O)c3ccco3)s2)c1 | 2.8% | -1.8% | -3.9% | -0.6% | 0.0 | 0.0 | 14.0% | -2.2% | 1.5%
O=C(NCc1ccccc1)C1CCN(S(=O)(=O)c2ccc3c(c2)CCCN3C(=O)C2CCC2)CC1 | -13.2% | · | · | · | 5.0 | · | -24.3% | -6.4% | ·
CC(C)CNC(=S)NNC(=O)c1ccc2c(c1)OCO2 | -2.7% | -0.1% | 6.6% | -5.2% | -8.8 | 0.0 | 5.7% | -0.7% | -4.4%
O=C(O)c1ccc2nc(-c3cc4cc(Cl)ccc4oc3=O)[nH]c2c1 | 16.8% | · | · | · | 1.4 | · | 14.4% | 67.8%[activator] | ·
CCCC(C)C(=O)NCc1ccncc1 (stereo not drawn) | 1.6% | 2.1% | -24.9% | 1.9% | -0.9 | 9.1 | 27.1% | 9.3% | -12.4%
CSc1ncccc1C(=O)OCc1ccccc1 | 28.7% | -0.4% | ? | 0.1% | -10.2 | 30.5 | -2.7% | 83.2%[activator] | 0.1%
CCN(CC)S(=O)(=O)c1ccc(NC(=O)c2ccc(N3CCCC3=O)cc2)cc1 | 8.7% | -15.7% | 10.6% | ? | 3.1 | -1.6 | -13.4% | -2.6% | 0.5%
O=C(CNS(=O)(=O)c1ccc(Br)s1)NCc1ccccc1 | -2.6% | 0.0% | ? | -2.1% | -7.0 | -3.3 | 5.9% | 3.7% | 2.82µM*
Cc1ccc(CNCCCn2cnc3c(OCc4ccccc4)ncnc32)o1 | 5.6% | -6.4% | 5.4% | -7.1% | -3.5 | -20.5 | -3.4% | 6.5% | ?
CCN(CCn1cccn1)Cc1nc(Cc2cccc(F)c2)no1 | -2.9% | -8.7% | -9.5% | 6.1% | -10.5 | -3.2 | -3.2% | 11.8% | -7.1%
O=C(COC(=O)C1CC1)NCCNC(=O)COC(=O)C1CC1 | 9.6% | 1.3% | -1.4% | 1.8% | -9.7 | 0.0 | 1.5% | -5.9% | ?
Cc1cccc(NC(=O)CN2CCSc3ccccc32)c1 | 5.8% | 10.9% | 9.3% | 7.7% | 0.6 | 0.0 | 5.4% | 10.1% | -18.3%

Assay outcomes as filed in PubChem.

This is a random part of the collection. About 11% of those tested had a hit in this group.
